Screening results as filed in PubChem BioAssay.
HP1b binding inh – HP1-beta chromodomain-methylated histone interaction inhibition; P83916; AlphaScreen HP1-beta / biotin-H3K9me3 peptide binding; Potency, µM (highest dose often 114 µM), for the others: top-dose activity change, negative = inhibition, usual class: inhibitors; actives 0.56% (n = 390,000); AID 540317; note: potency is the fitted concentration of half-maximal effect; nearly all actives have a fitted effect of over 70% in size; inactives centre near 23
Target sequence (P83916 whole entry, looked up): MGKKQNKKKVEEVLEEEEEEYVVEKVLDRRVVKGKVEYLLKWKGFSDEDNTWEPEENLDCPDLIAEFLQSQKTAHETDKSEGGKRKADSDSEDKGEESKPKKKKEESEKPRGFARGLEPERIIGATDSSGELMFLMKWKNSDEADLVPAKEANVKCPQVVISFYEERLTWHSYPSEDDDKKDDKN
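HP1-beta protein (50 nM final) preincubated 30 min at room temperature with biotinylated H3(1-18)K9me3 peptide (50 nM) in PBS pH 7.4, 0.01% Tween-20, then compound added for 30 min. AlphaScreen streptavidin donor/nickel chelate acceptor beads (10 ug/mL final), 30 min dark, luminescence read.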
GLS inh – blocks human kidney-isoform glutaminase activity | GLS enzymatic activity, qHTS titration | Potency, µM (series often up to 45.5 µM), for inactives: at the top dose activity change, negative = inhibition, hits mostly inhibitors | actives 0.21% (n = 410,000) | AID 624170; note: potency is the fitted concentration of half-maximal effect; % is set by controls: 0 for no effect and ±100 for the full control effect
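Compounds were pin-transferred onto hKGA, after which L-glutamine (1 mM solution) and a detection mix of glutamate oxidase, HRP and Amplex Red were added. Initial and 30 min RT fluorescence reads were collected.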
rTrxR1 inhibitor – inhibitors of rat thioredoxin reductase 1; O89049; recombinant rTrxR1, NADPH fluorescence consumption, selenite substrate; Potency, µM (series often up to 114 µM), inactives show top-dose activity change, negative = inhibition, usual class: inhibitors; actives 1% (n = 390,000); note: potency is the fitted concentration of half-maximal effect; % is set by controls: 0 for no effect and ±100 for the full control effect; nearly all actives have a fitted effect of over 65% in size
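Rat TrxR1 (90 nM in the dispensed reagent) was pre-reduced with 400 uM NADPH for 5 min at room temperature, then incubated with compound for 15 min. After 400 uM selenite was added, NADPH fluorescence (Ex 340/Em 450 nm) was followed for 8 min.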
PI4K2A block – PI4K2A (human) kinase inhibition; purified PI4K2A, ADP-Glo luminescence, 1 h; stronger effect = lower value; activity change, negative = inhibition, % at 76.9 µM; actives 0.13% (n = 420,000); AID 1346378; in the data active = activity change below about -50%; inconclusive = mostly about -30% to -49%;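 note: -100% = wells without enzyme as full effect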
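PI4K2A activity was measured by ADP-Glo luminescence: enzyme (4 ug/mL stock) and phosphatidylinositol (1.2 mM stock) in Tris pH 7.5/MgCl2/EGTA/Triton X-100 buffer were reacted with ATP (300 microM stock) for one hour at ambient temperature.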
PGK inhibitor – inhibitors of T. brucei phosphoglycerate kinase; P07378; PGK/GAPDH coupled, Kinase-Glo luminescence, 60 min; Potency, µM (titrated, usually from 57.5 µM), for inactives: top-dose activity change, negative = inhibition, most hits filed as inhibitors; actives 0.043% (n = 380,000); AID 602233; note: potency is the fitted concentration of half-maximal effect; % is set by controls: 0 for no effect and ±100 for the full control effect; nearly all actives have a fitted effect of over 60% in size
Target sequence (P07378 whole entry, looked up): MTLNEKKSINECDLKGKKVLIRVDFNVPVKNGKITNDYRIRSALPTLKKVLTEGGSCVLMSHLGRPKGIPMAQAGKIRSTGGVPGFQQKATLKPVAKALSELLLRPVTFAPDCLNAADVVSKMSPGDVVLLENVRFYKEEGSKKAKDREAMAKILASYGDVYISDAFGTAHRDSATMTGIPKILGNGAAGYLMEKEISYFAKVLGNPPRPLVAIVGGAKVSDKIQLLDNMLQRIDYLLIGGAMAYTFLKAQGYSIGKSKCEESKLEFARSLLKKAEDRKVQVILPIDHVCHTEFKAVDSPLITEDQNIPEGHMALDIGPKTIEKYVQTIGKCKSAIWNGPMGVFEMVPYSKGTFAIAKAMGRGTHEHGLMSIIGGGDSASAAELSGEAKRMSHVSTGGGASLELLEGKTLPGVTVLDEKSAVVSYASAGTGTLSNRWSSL
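Luminescent ATP detection (Kinase-Glo Plus) follows a 60-minute room-temperature incubation, with wells lacking PGK as controls. Buffer: 100 mM TEA (pH 7.6), 5 mM MgCl2, 0.01% Tween-20. Coupling enzyme GAPDH (100 nM final) supplies unstable 1,3-BPG in-well.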
mIDH1 inhibitor – blocks human mutant IDH1 R132H enzyme; actives 0.093% (n = 390,000); AID 602179; IDH1-R132H enzyme, NADPH consumption, diaphorase/resazurin fluorescence; O75874; Potency, µM (top dose mostly 76.6 µM), for the others: at the top dose activity change, negative = inhibition, actives largely listed as inhibitors; note: potency is the fitted concentration of half-maximal effect; % is set by controls: 0 for no effect and ±100 for the full control effect; nearly all actives have a fitted effect of over 65% in size
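IDH1-R132H (0.5 ug/mL dispensed) in pH 7.5 Tris buffer was preincubated 30 min with compound, then given a substrate mix of 0.016 mM NADPH and 2 mM alpha-KG for 80 min at room temperature; remaining NADPH was read by diaphorase/resazurin fluorescence.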
Pin1 inh – blocks the human prolyl isomerase Pin1. Q13526. actives 0.009% (n = 390,000). Potency, µM (doses to about 115 µM), for the others: at the top dose activity, negative = inhibition, hits mostly inhibitors. Pin1 FP peptide displacement, HiFluor488, 10 min. AID 504891; active = well fitted inhibition curve with a large enough effect in the polarisation, with a control signal flat, not every such curve was filed as active; inconclusive = small, poorly fitted or top-dose-only effect, or effect the other way, or a change in a side signal; inactive = no such curve, though single readings can be large or run the other way; the % refers to the polarisation; note: potency is the fitted concentration of half-maximal effect; % is set by controls: 0 for no effect and ±100 for the full control effect
Target sequence (Q13526 whole entry, looked up): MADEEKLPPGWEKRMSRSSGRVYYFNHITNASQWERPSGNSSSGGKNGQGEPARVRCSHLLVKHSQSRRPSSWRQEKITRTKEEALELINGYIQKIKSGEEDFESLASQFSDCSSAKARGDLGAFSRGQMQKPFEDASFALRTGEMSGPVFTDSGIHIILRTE
USP1 inh – inhibitors of human USP1/UAF1 deubiquitinase. AID 743255. actives 0.23% (n = 390,000). recombinant USP1/UAF1, Ub-Rhodamine cleavage fluorescence. Potency, µM (titrated, usually from 57.1 µM), for the others: at the highest dose activity change, negative = inhibition, hits mostly inhibitors. O94782; note: potency is the fitted concentration of half-maximal effect; % is set by controls: 0 for no effect and ±100 for the full control effect; nearly all actives have a fitted effect of over 60% in size; inactives centre near -12
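Step one: compound is pinned into 1nM USP1/UAF1 in HEPES pH 7.8 buffer with TCEP. Step two: 15 min room-temperature incubation. Step three: Ub-Rho (150nM final) starts cleavage, tracked by fluorescence over six one-minute reads.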
TrxR1 substrate – is turned over as a substrate by rat TrxR1. O89049. purified TrxR1 substrate turnover, NADPH consumption readout. Potency, µM (top dose mostly 114 µM), inactives show top-dose activity change, negative = substrate turnover. actives 0.01% (n = 390,000). AID 588456; note: potency is the fitted concentration of half-maximal effect; % is set by controls: 0 for no effect and ±100 for the full control effect; nearly all actives have a fitted effect of over 50% in size
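Rat TrxR1, dispensed at 90 nM, was prereduced with 400 uM NADPH (final) for 5 min at ~22 deg C, then incubated with compound 15 min before 400 uM selenite. A first-read NADPH fluorescence drop versus no-compound background flagged substrates.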
* = called active by the depositor; i = inactive; u = inconclusive; x = not tested or not shown; [ ] = dose if it differs, or a comment. Unless noted, calls come from the whole dose curve; as a rule, active = well fitted curve in the direction sought with a large enough effect; inconclusive = small, poorly fitted or top-dose-only effect, or another doubt; inactive = no such curve, though single readings can be large; an effect the other way counts as inactive or inconclusive.

SMILES	HP1b binding inh	GLS inh	rTrxR1 inhibitor	PI4K2A block	PGK inhibitor	mIDH1 inhibitor	Pin1 inh	USP1 inh	TrxR1 substrate
CC(C(=O)O)n1ncc2ccccc2c1=O (centres undefined)	6%	-20%	6%	-3	-10%	-3%	-3%	-14%	-6%
O=C1c2ccccc2-c2cccc(C(=O)N3CCCCC3)c21	41%[activator]	5%	-12%	0	7%	-8%	-3%	-9%	-10%
O=C(O)CCc1ccc(-c2cccs2)n1CCC(=O)O	28%	-4%	u	5	-6%	0%	-19%	-19%	22%
CCOC(=O)N1CCC(=C(C#N)C(=O)Nc2cc(OC)ccc2OC)CC1	18%	-1%	13%[57.1 µM]	1	0%	2%	-2%	-17%	7%[57.1 µM]
CN1CCN(C(=O)CSc2nc3c(c(=O)n(C)c(=O)n3C)n2C)CC1	31%	0%	17%	6	i	0%	-8%	u	3%
Cc1ccc(/C=N/n2c(-c3ccco3)n[nH]c2=S)cc1	56µM*	u	u	3	3%	17%	-15%	3%	8%[57.1 µM]
CCC(C)NS(=O)(=O)c1ccc(NC(=O)c2c(-c3ccccc3)noc2C)cc1 (centres undefined)	42%[activator]	0%	6%	-3	3%	3%	-5%	-20%	2%
Cc1cccc(NC(=O)CSc2nc3[nH]ncc3c(=O)[nH]2)c1	28%	-1%	14%[57.1 µM]	-4	-3%	-8%	1%	-12%	5%[57.1 µM]
COc1ccc2cc(C3(C)NC(=O)N(CC(=O)NCC(F)(F)F)C3=O)ccc2c1 (centres undefined)	5%	-3%	11%	0	-6%	-1%	-9%	-8%	-6%
CCCn1c(=O)c2c(nc3n2CCCN3CCc2ccccc2)n(C)c1=O	10%	-15%	3%[57.1 µM]	5	-5%	3%	2%	-8%	5%[57.1 µM]
Cc1c(Cl)cccc1NC(=O)Cn1nnc(-c2nc(-c3ccccc3)no2)c1N	39%[activator]	1%	17%	-4	x	x	-3%	-14%	2%
COc1ccc(C(=O)NCC(=O)OCc2ccccc2F)cc1	20%	0%	13%[57.1 µM]	-2	-2%	14%	-8%	1%	7%[57.1 µM]
Cc1cc2nc(SCCOC(=O)Nc3ccccc3)nc(C)c2cc1C	51%[activator]	-1%	9%	-5	10%	-3%	18%	-20%	0%
C=CCOc1ccc(C(=O)Nc2ccc3c(c2)n(C)c(=O)n3C)cc1	34%	-5%	19%[57.1 µM]	-5	-8%	7%	6%	-6%	6%[57.1 µM]
Cn1c(NNC(=O)/C=C/c2ccc3c(c2)OCO3)cc(=O)n(C)c1=O	52%[activator]	23%	-20%	6	-3%	-6%	5%	-6%	1%
O=C(CC1SC(=O)NC1=O)Oc1ccc(/C=N/NC(=O)c2ccccc2O)cc1 (centres undefined)	8%[57 µM]	25%	5%	-3	-4%	-5%	0%	-22%	-8%
N/C(=N\OCC(=O)Nc1ccc(F)c(Cl)c1)c1ccccc1	48%[activator]	-8%	23%	1	-8%	0%	1%	8%	1%
COCCNC(=S)N(CCO)Cc1cc2cc3c(cc2[nH]c1=O)OCO3	-9%	7%	8%[57.1 µM]	6	i	-8%	-1%	-10%	20%[57.1 µM]
C[C@@H]1CN([C@H](C)CO)C(=O)CCCn2nncc2CO[C@H]1CN(C)S(C)(=O)=O	x	-1%	x	-4	5%	-3%	x	-30%	x
O=C(NC1CCCC1)C(c1ccccc1)N(C(=O)c1csnn1)c1ccccc1F (centres undefined)	-15%	6%	-18%	-6	-3%	u	-2%	-1%	-13%

Full records, looked up by structure. Screens in order: HP1b binding inh | GLS inh | rTrxR1 inhibitor | PI4K2A block | PGK inhibitor | mIDH1 inhibitor | Pin1 inh | USP1 inh | TrxR1 substrate
Listed for N/C(=N\OCC(=O)Nc1ccc(F)c(Cl)c1)c1ccccc1 = 48%[activator] | -8% | 23% | 1 | -8% | 0% | 1% | 8% | 1%
Listed for Cc1c(Cl)cccc1NC(=O)Cn1nnc(-c2nc(-c3ccccc3)no2)c1N = 39%[activator] | 1% | 17% | -4 | x | x | -3% | -14% | 2%

(cont.)
SMILES	HP1b binding inh	GLS inh	rTrxR1 inhibitor	PI4K2A block	PGK inhibitor	mIDH1 inhibitor	Pin1 inh	USP1 inh	TrxR1 substrate
O=c1oc2c(CN3CCCCC3)c(O)ccc2c2c1CCCCC2	29%	29%	u	1	0%	8%	-4%	-8%	x
Cc1ccccc1OCCCCCNCCO	66%[activator]	0%	-14%	7	-6%	13%	6%	-16%	0%
O=C(Nc1ccc(S(=O)(=O)N2CCCCC2)cc1)C1CC(=O)N(c2ccc(F)cc2)C1 (centres undefined)	-16%	5%	3%	-2	1%	-6%	7%	-19%	-5%
O=C(O)c1cc(-c2ccccc2)n(-c2ccc(F)cc2)n1	25%	-6%	5%	-4	i	5%	2%	-7%	-3%
COc1ccc(CC(=O)N2CCc3cc(OC)c(OC)cc3C2COc2ccc(OC)cc2)cc1 (centres undefined)	13%	3%	4%[57.1 µM]	-7	-6%	16%	34%[activator]	-24%	2%[57.1 µM]
CC1OC(OC2C(CO)OC(OCC3OC(OC(=O)[C@@]45CCC(C)(C)C[C@@H]4C4=CC[C@@H]6[C@@]7(C)CCC(OC8OCC(O)C(O)C8OC8OC(C)C(O)C(O)C8O)[C@@](C)(CO)C7CC[C@@]6(C)[C@]4(C)CC5)C(O)C(O)C3O)C(O)C2O)C(O)C(O)C1O (some centres undefined)	89%[activator]	-5%	17%	-5	i	6%	4%	-14%	7%
CC(OC(=O)CC(NC(=O)c1ccccc1Cl)c1ccccc1)C(=O)Nc1cccc(Cl)c1Cl (centres undefined)	20%	2%	1%	-1	-2%	1%	13%	-17%	-8%
COC(=O)N=Nc1c(O)n(Cc2ccccc2)c2ccccc12	3%	-7%	10%	-5	i	10%	2%	-21%	1%
O=C(c1cnn(-c2ccc(F)cc2)c1-n1cccc1)N1CCN(c2ccc(Cl)cc2)CC1	21%	1%	8%	-3	-7%	-2%	1%	-17%	-1%
CCn1nc(C(=O)Nc2ccccc2C)c(Cl)c1Cl	44%[activator]	-2%	10%[57.1 µM]	9	-8%	3%	-2%	-11%	-4%

3 entries from above, in markdown.
| compound | HP1b binding inh | GLS inh | rTrxR1 inhibitor | PI4K2A block | PGK inhibitor | mIDH1 inhibitor | Pin1 inh | USP1 inh | TrxR1 substrate |
| --- | --- | --- | --- | --- | --- | --- | --- | --- | --- |
| CC(OC(=O)CC(NC(=O)c1ccccc1Cl)c1ccccc1)C(=O)Nc1cccc(Cl)c1Cl (centres undefined) | 20% | 2% | 1% | -1 | -2% | 1% | 13% | -17% | -8% |
| COC(=O)N=Nc1c(O)n(Cc2ccccc2)c2ccccc12 | 3% | -7% | 10% | -5 | i | 10% | 2% | -21% | 1% |
| O=C(c1cnn(-c2ccc(F)cc2)c1-n1cccc1)N1CCN(c2ccc(Cl)cc2)CC1 | 21% | 1% | 8% | -3 | -7% | -2% | 1% | -17% | -1% |

Remaining list, next part.
SMILES	HP1b binding inh	GLS inh	rTrxR1 inhibitor	PI4K2A block	PGK inhibitor	mIDH1 inhibitor	Pin1 inh	USP1 inh	TrxR1 substrate
O=c1[nH]nc(Cc2ncc(C(F)(F)F)cc2Cl)c2ccccc12	54%[activator]	3%	16%	6	1%	-12%	-5%	-26%	2%
COc1ccc(OCCSc2nnc(-c3ccoc3C)n2C)cc1	1%	9%	11%[57.1 µM]	-5	-4%	3%	-6%	8%	9%[57.1 µM]
Cc1oncc1C(=O)Nc1cccc2ccccc12	45%[activator]	7%	15%	-1	-10%	2%	-4%	-8%	6%
O=C(O)CCC(=O)N(Cc1cccnc1)Cc1cccc(F)c1	21%	-2%	20%	5	-4%	0%	-1%	-17%	8%
O=C(CSc1nnc(-c2ccc3c(c2)OCO3)n1-c1ccccc1)c1ccccc1	17%	-1%	9%	3	3%	4%	-1%	-17%	2%
CC1CC(C)CN(C(=O)c2ccc(CSc3nc4ccncc4[nH]3)cc2)C1 (centres undefined)	44%[activator]	-23%	-4%	-2	1%	0%	-3%	u	-3%
O=C1CCc2cc(S(=O)(=O)N3CCN(c4cccc(C(F)(F)F)c4)CC3)ccc2N1	26%	-6%	2%	-2	-9%	7%	9%	5%	6%
Cc1[nH]c2ccccc2c1C(=O)COC(=O)CCS(=O)(=O)c1ccccc1Cl	23%	4%	-8%	-1	-1%	7%	6%	-21%	-4%
COc1ccc(OC)c(NC(=O)Cc2coc3cc(C)cc(C)c23)c1	7%	-8%	19%[57.1 µM]	1	-9%	6%	-4%	2%	7%[57.1 µM]
CS(=O)(=O)N(CC(=O)O)Cc1cccc(CN(CC(=O)O)S(C)(=O)=O)c1	75%[activator]	-6%	14%	-6	i	13%	-6%	-27%	6%
CN(C)CCNc1ccc2ncn3c4ccc(O)cc4c(=O)c1c23	9%	2%	-13%	u	i	12%	u	u	-10%

These rows are one share of the data; the hit share may differ from the screen's.
